# CCT chaperon mod: High-Throughput Screening for Modulators of Cytosolic Chaperonin Activity | activity change, % (concentration not given with the values), hits read low | purified chaperonin ATPase assay, HTRF ADP detection, 30 min | actives 0.3% (n = 360,000); in the data active = activity change below about -30%; also: % is scaled to controls: 0 for no effect and ±100 for the full control effect
#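 TRiC (40 or 20 nM final, by batch activity) in 30 mM Tris pH 7.4, 100 mM KCl, 5 mM MgCl2, 1 mM DTT was treated with compound at 76 uM single dose, then 10 uM ATP, 30 min at 37 °C. ADP was read by HTRF Transcreener.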
# Mm-Cpn inhibitor: Inhibitors of TCP-1 ring complex (TRiC) of Methanococcus maripaludis (MmCpn): qHTS | Chaperonin Mm-Cpn (Methanococcus maripaludis) | purified Mm-Cpn ATPase, ADP Transcreener TR-FRET | Potency, µM (doses to about 76.9 µM), for the others: at the highest dose activity, negative = inhibition, usual class: inhibitors | actives 0.031% (n = 330,000); also: potency is read from the fitted curve at half-maximal effect; % is scaled to controls: 0 for no effect and ±100 for the full control effect; nearly all actives have a fitted effect of over 80% in size
#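 Reaction buffer contained 30 mM Tris pH 7.4, 100 mM KCl, 5 mM MgCl2 and 1 mM DTT. Mm-CPN (25 nM final) hydrolysed 10 uM ATP over 30 min at 37°C; ADP was read by HTRF.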
# WRN helicase inh: qHTS for Inhibitors of WRN Helicase; Bifunctional 3'-5' exonuclease/ATP-dependent helicase WRN (Homo sapiens), Q14191; actives 0.46% (n = 360,000); AID 651768, 2012; Potency, µM (titrated, usually from 114 µM), without a hit: at the top dose activity change, negative = inhibition, most hits filed as inhibitors; WRN helicase unwinding, fluorescent forked duplex, kinetic; also: potency is read from the fitted curve at half-maximal effect; % is scaled to controls: 0 for no effect and ±100 for the full control effect; nearly all actives have a fitted effect of over 55% in size
#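 Fluorescence dequenching readout, ex 525 nm/em 598 nm, kinetic mode: forked duplex DNA (100 nM final) with adjacent fluorophore and quencher unwound by WRN (20 nM final) with 2 mM ATP. Compound preincubation 15 min, room temperature.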
# PLK1 PBD block: qHTS for Inhibitors of PLK1-PDB (polo-like kinase 1 - polo-box domain): Primary Screen; Plk1 PBD binding of FITC phosphopeptide, fluorescence polarization; actives 2.8% (n = 360,000); Potency, µM, for the others: max response, negative = inhibition, most hits filed as inhibitors; Serine/threonine-protein kinase PLK1 (Homo sapiens), P53350; also: potency is read from the fitted curve at half-maximal effect; series mostly up to about 57 µM; % is scaled to controls: 0 for no effect and ±100 for the full control effect; nearly all actives have a fitted effect of over 65% in size
# EPAC1 antag: qHTS for Antagonist of cAMP-regulated guanine nucleotide exchange factor 3 (EPAC1): primary screen. actives 0.14% (n = 360,000). AID 720709, 2013. Rap guanine nucleotide exchange factor 3 (Homo sapiens), O95398. Potency, µM (series often up to 115 µM), without a hit: at the highest dose activity change, negative = inhibition, hits mostly inhibitors. EPAC1 GEF assay, Rap1b-BODIPY-GDP exchange fluorescence;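 also: potency is read from the fitted curve at half-maximal effect; plate controls were vehicle for no effect and positive control for full effect; nearly all actives have a fitted effect of over 50% in size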
# PI5P4Ka inh: qHTS for Inhibitors of phosphatidylinositol 5-phosphate 4-kinase (PI5P4K). Phosphatidylinositol 5-phosphate 4-kinase type-2 alpha (Homo sapiens), P48426. PI5P4Kalpha enzyme, ADP-Glo luminescence, 60 min; active compounds read low. max response, %. actives 1.2% (n = 330,000); active = max response of -50% or lower; inconclusive = between -30% and -50%; inactive = -30% or higher; also: value at the top dose of about 77 µM; % is scaled to controls: 0 for no effect and ±100 for the full control effect
#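 Luminescence from ADP-Glo served as readout of PI5P4Kalpha activity in a qHTS format. Reaction: enzyme, substrate, compound, ATP at 5 microM final, 60 min at RT.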
# EPAC1 agonist: qHTS for Agonist of cAMP-regulated guanine nucleotide exchange factor 3 (EPAC1): primary screen | actives 0.073% (n = 360,000) | Rap guanine nucleotide exchange factor 3 (Homo sapiens), O95398 | EPAC1 agonist qHTS, biochemical assay; response scale: 100% = response to 6.5 mM cAMP | Potency, µM (series often up to 154 µM), for the others: at the highest dose activation, hits mostly activators; also: potency is read from the fitted curve at half-maximal effect; nearly all actives have a fitted effect of over 60% in size
#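 Normalized to 6.5 mM cAMP, activity reflects EPAC1-catalysed release of BODIPY-GDP from Rap1B, followed kinetically over 30 min at 480 nm excitation, 540 nm emission. Reaction contained 100 nM EPAC1, 250 nM Rap1B-BODIPY-GDP, 50 uM GDP.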
# EPAC2 antag: qHTS for Antagonist of cAMP-regulated guanine nucleotide exchange factor 2 (EPAC2): primary screen; Rap guanine nucleotide exchange factor 4 (Homo sapiens), Q8WZA2; EPAC2 GEF exchange of Rap1B-BODIPY-GDP, fluorescence; Potency, µM (series often up to 114 µM), for the others: at the highest dose activity, negative = inhibition, hits mostly inhibitors; actives 0.18% (n = 360,000); AID 720708, 2013; also: potency is read from the fitted curve at half-maximal effect; % is scaled to controls: 0 for no effect and ±100 for the full control effect; nearly all actives have a fitted effect of over 45% in size; many of its hits are not listed in these tables
# Target sequence (Q8WZA2 whole entry, looked up): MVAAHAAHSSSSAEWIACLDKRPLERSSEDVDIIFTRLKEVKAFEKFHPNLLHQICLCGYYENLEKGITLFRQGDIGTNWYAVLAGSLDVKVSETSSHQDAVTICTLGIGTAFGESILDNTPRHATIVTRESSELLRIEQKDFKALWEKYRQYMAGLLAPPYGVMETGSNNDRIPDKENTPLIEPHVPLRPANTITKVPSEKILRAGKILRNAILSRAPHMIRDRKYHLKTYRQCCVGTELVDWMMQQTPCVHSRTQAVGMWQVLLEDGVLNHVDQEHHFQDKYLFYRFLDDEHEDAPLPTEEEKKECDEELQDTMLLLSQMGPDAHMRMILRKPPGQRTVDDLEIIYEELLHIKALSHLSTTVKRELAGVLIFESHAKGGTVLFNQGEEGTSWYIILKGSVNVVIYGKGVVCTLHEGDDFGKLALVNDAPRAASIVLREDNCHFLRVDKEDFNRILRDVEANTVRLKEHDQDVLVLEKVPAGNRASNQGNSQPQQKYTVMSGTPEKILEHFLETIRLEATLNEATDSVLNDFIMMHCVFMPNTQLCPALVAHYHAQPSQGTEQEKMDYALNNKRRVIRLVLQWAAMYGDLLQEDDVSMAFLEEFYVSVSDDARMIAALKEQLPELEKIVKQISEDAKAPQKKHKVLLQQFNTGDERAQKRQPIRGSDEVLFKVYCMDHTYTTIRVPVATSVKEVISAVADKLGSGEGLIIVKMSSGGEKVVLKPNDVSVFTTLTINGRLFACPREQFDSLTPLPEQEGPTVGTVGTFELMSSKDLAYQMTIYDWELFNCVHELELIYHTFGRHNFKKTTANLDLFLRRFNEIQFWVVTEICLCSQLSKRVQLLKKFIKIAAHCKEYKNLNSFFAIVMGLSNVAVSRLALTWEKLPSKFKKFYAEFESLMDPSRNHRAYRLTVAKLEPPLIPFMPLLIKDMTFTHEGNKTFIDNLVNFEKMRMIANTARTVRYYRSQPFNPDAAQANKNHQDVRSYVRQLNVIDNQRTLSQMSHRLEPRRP
# Active calls of the source: *; u = inconclusive; x = no result given; [ ] = another dose, or the depositor's remark. Unless noted, calls follow the shape of the dose curve; as a rule, active = well fitted curve in the direction sought with a large enough effect; inconclusive = small, poorly fitted or top-dose-only effect, or another doubt; inactive = no such curve, though single readings can be large; an effect the other way counts as inactive or inconclusive. This is a subset, so the mix of outcomes need not match the whole.
# Each structure is followed by: Mm-Cpn inhibitor, CCT chaperon mod, EPAC1 antag, PLK1 PBD block, WRN helicase inh, EPAC1 agonist, EPAC2 antag, PI5P4Ka inh
- CCCn1c(O)c(N=NC(=O)CNC(=O)Cc2ccc(OC)cc2)c2ccccc21
    1.3%, -1.4, -2.2%, -6.3%, -10.2%, -3.6%, -1.8%, 2.2
- CC(C)(C)OC(=O)C[C@H]1C/C=C\C[C@H](CC(=O)N[C@@H](CO)Cc2ccccc2)C(=O)N[C@H](C(C)(C)C)COC1=O
    -0.9%, -0.4, 9.3%, -3.0%, -3.0%, -19.5%, -2.8%, 2.1
- O=S(=O)(c1cccs1)N1CN(Cc2ccc(F)cc2)c2nc3ccccc3nc21
    0.9%, 0.8, -15.4%, -6.4%, -7.9%, 8.1%, -3.8%, 7.0
- O=C(c1ccc(C(=O)N2CCCCCC2)cc1)N1CCCCCC1
    -1.1%, 2.7, -21.4%, -7.3%, -0.2%, 0.0%, 7.0%, 0.0
- Cc1ccc(CNC(=O)C2CCN(S(=O)(=O)c3cnc[nH]3)CC2)cc1
    -0.9%, -3.9, -2.5%, 2.7%, -6.5%, 6.1%, 0.0%, x
- O=C(NC(c1ccc(Cl)cc1)c1cnccn1)C1CCN(CCCOc2ccccc2)CC1 (configuration not stated)
    x, -2.2, -19.7%, -2.2%, -2.6%, -9.7%, 16.8%, 0.2
- COc1cccc(CN2CCNC(=O)C2CC(=O)NCCCC2CCCC2)c1OC (configuration not stated)
    1.2%, 0.5, 6.6%, -7.0%, -18.2%, -16.3%, 10.0%, -2.4
- Cn1c(CCNC(=O)c2cc(COc3ccc(F)c(F)c3)on2)nc2ccccc21
    -3.4%, -0.8, -19.0%, -5.6%, -8.7%, -4.9%, 1.0%, 2.4
- O=C(Nc1ccc2c(c1)OCCO2)C1c2ccccc2OCC(=O)N1Cc1ccco1 (configuration not stated)
    x, 0.6, -20.0%, -0.5%, 9.8%, -0.5%, 6.2%, -0.4
- OC(CNCC1COc2ccccc2O1)COc1ccccc1F (configuration not stated)
    -1.1%, -2.1, 3.6%, -5.4%, 0.3%[57.1 µM], 11.1%, -5.1%, 4.7
- Cc1ccc(Cl)c(OCC(=O)Nc2sc(C)c(C)c2C#N)c1
    0.0%, 1.3, 31.9%[activator], -19.8%, u, -4.9%, -2.7%, -1.6
- CCN(CC(=O)N1CCCC1)S(=O)(=O)c1ccc(Br)cc1
    -7.2%, -0.1, 8.4%, -8.5%, -21.1%, 1.9%, 4.9%, -0.9
- CCOc1ccc(CC(=O)Nc2sc(Cc3ccccc3)c(C)c2C(N)=O)cc1OCC
    -0.5%, -0.8, 5.2%, u, -5.3%, 6.9%, 5.7%, -53.4*
- CCOc1ccc(NC(=O)c2ccc3c(c2)S(=O)(=O)N=C2CCCCCN23)cc1
    x, 0.3, -17.0%, -2.7%, -6.4%, 1.2%, -10.3%, 3.7
- c1ccc2[nH]c(CSc3ncnc4c3oc3ccccc34)nc2c1
    -19.2%, 0.7, 2.3%, 1.7%, -9.3%, 5.9%, 5.8%, x
- O=C(NCc1cn2ccsc2n1)Nc1cccc(Cl)c1
    0.6%, -0.2, -9.1%, -9.5%, -3.8%, 5.1%, -7.0%[57.1 µM], -6.4
- Cc1cc(C)c(NC(=S)N(CCN(C)C)C(C)c2cccnc2)c(C)c1 (configuration not stated)
    2.1%, -1.2, -10.6%, u, 4.7%, 1.0%, 7.0%, -10.7
- CCC(C)[C@H](NC(=O)NCc1cccc(OC)c1)C(=O)O (some centres not stated)
    0.9%, 0.4, -1.2%, -3.9%, -0.3%, -0.6%, 0.4%, x
- CC(C)c1nc2ccc(NC(=O)C34CC5CC(CC(C5)C3)C4)cc2[nH]1
    1.7%, 1.2, 4.7%, -5.8%, -2.4%, -1.0%, 0.6%, x
- COc1ccc(CCNC(=O)Cn2cccc2C(=O)c2ccccc2C)cc1OC
    0.6%, -0.1, 11.0%, -15.1%, -4.8%, -2.5%, -15.8%, -9.4
- O=C(OCc1ccccc1F)c1cc(S(=O)(=O)N2CCCCC2)ccc1N1CCOCC1
    x, -0.4, -3.3%, -5.5%, -10.6%, 15.7%, -14.2%, 3.6
- O=C(CSc1nccn1Cc1ccco1)Nc1ccc(F)cc1
    1.9%, -0.7, -1.1%, -6.0%, -35.8%, 10.5%, -9.6%, 0.7
- COc1cccc(/C=C/C(=O)OCC(=O)N(C)CC(=O)Nc2ccccc2Cl)c1OC
    1.7%, 0.7, 6.8%, 2.2%, 1.4%, 0.8%, 2.6%, -3.8
- O=C(Nc1ccc(O)c(-c2nc3ccccc3o2)c1)C1(c2ccccc2)CCCC1
    -4.9%, -2.5, -10.5%, -8.9%, -17.7%, 13.0%, -0.8%, x
- Cc1nc(SCC(=O)N2CCOCC2)c2ccsc2n1
    -1.9%, -21.3, -1.9%, -1.8%, -10.6%, 7.1%, -0.9%, 3.7
- O=C1c2cccc3c(O)ccc(c23)C(=O)N1Cc1ccccc1
    -4.9%, -0.1, 227.0%[activator], 5.97µM*, -32.7%, 100µM*, 276.7%[activator], -62.7*
- COc1ccc(NC(=O)Cn2ccc(C(F)(F)F)n2)cc1S(=O)(=O)N1CCOCC1
    0.6%, -13.3, -14.7%, -11.1%, 4.3%, 0.2%, 11.8%, 0.6
- COc1ccc(CN2CCN(c3ccccn3)CC2)cc1OCc1ccccc1
    1.3%, -1.2, -4.1%, -20.0%, -12.0%, 13.2%, -2.8%, x
- Cc1ccc([C@H]2C[C@@H](n3cc(COC(=O)c4ccccc4)nn3)[C@H](O)CN2Cc2cccs2)cc1
    x, 0.2, 9.8%, -1.0%, 0.6%, 4.2%, 5.8%, -1.2
- Cn1cccc1Cc1nnc(SCC(=O)NCC2CCCO2)n1-c1ccc(F)cc1 (configuration not stated)
    -1.0%, 0.4, 2.5%, 3.7%, 7.2%, 1.5%, 10.8%, -7.6
- Nn1c(SCC(=O)NCCN2C(=O)CSC2=O)nnc1-c1ccc(OC(F)F)cc1
    -0.2%, 1.0, 5.8%, 3.6%, 3.5%, -0.8%, 4.6%, -5.0
- CC(C)(C)c1ccc(S(=O)(=O)N2CCN(C(=O)c3ccc4c(c3)C(=O)N(Cc3ccncc3)C4=O)CC2)cc1
    -0.6%, -1.6, -23.4%, -19.3%, 12.4%, 2.9%, 2.6%, 4.1
- CCOC(=O)C(=O)Nc1ccc(OC)c(Cl)c1
    -1.1%, -2.4, 11.9%, -8.1%, 8.5%, -13.2%, 13.9%, -3.4
- OCCNc1nc2nonc2nc1NCCO
    -4.0%, -1.4, -5.3%, -5.1%, 11.2%, -4.2%, 6.0%, -8.0
- Cc1ccc(S(=O)(=O)n2cc(-c3ccccc3)c3ccccc32)cc1
    0.7%, -30.9*, -4.2%, -2.6%, -4.5%, -3.1%, -28.2%, 13.0
- COC(=O)[C@@H]1[C@@H](C)OC(=O)N[C@H]1c1ccccc1
    -0.7%, 1.4, 10.9%, -7.7%, 3.2%, 6.3%, -3.0%, -2.0
- Cc1ccc(Cc2c(-c3ccc(C#N)cc3)nc3ccc(Cl)cn23)cc1
    x, 1.1, 0.6%, -8.7%, -8.5%, 7.1%, 3.2%, -0.2
- Cc1cc2oc(C(=O)N(Cc3ccccc3)C3CCS(=O)(=O)C3)c(C)c2cc1C (configuration not stated)
    -0.9%, -0.1, -17.1%, -5.6%, 1.5%, 0.5%, -15.0%, 4.5
- CCOC(=O)c1c(NC(=O)CSc2n[nH]c(-c3ccco3)n2)sc(C)c1C
    2.0%, -1.9, -3.6%, -5.6%, -10.1%, 3.8%, -5.0%, -9.6
- CCOC(=O)C1CCN(C(=O)COC(=O)CNS(=O)(=O)c2ccc(SC)c([N+](=O)[O-])c2)CC1
    x, 1.2, 8.5%, -4.9%, -6.5%, -3.5%, -2.1%, 2.3
- Cc1cc(C(=O)COC(=O)c2cccnc2Cl)c(C)n1-c1c(C)n(C)n(-c2ccccc2)c1=O
    0.6%, -0.2, 5.4%, u, 7.0%, -1.6%, 17.4%, 2.9
- CC(C)CN1C(=O)CSCC1(C)C(=O)NCc1ccccc1 (configuration not stated)
    x, x, -1.8%, 2.1%, 6.4%, -6.7%, 2.0%, -5.7
- CCOc1[nH]n(-c2ccccc2)c(=O)c1C=Nc1ccc(C)cc1
    0.2%, 0.7, 4.2%, -0.4%, 4.2%, -3.0%, -3.1%, 0.7
- O=C(Nc1ccc(F)cc1)c1csc(Cc2ccccc2)n1
    1.3%, 0.1, -12.7%, -29.2%, 2.0%, 0.9%, 3.9%, 0.6
- Cc1ccccc1-c1nc2sc3c(c2c(=O)o1)CCC3
    0.0%, -1.3, -21.8%, -5.2%, -3.1%, -4.2%, -20.6%, 5.0
- N#Cc1c(NC(=O)CN2CCN(C(=O)c3ccco3)CC2)sc2c1CCCCC2
    -0.1%, -0.1, 14.5%, -6.3%, 1.2%[57.1 µM], -2.9%, 4.9%, x
- CC(=O)C[C@H](O)CC(=O)[C@H]1OC(=O)[C@H](C)C/C=C\Cc2ccccc21
    -3.8%, 0.4, -8.0%, -3.4%, -11.2%, -15.2%, -7.4%, 2.6
- CCOc1ccc(N2CC(C(=O)Nc3cc(Cl)ccc3-n3cncn3)CC2=O)cc1 (configuration not stated)
    -0.4%, -3.6, 15.0%, -15.1%, 14.4%, 3.5%, -0.3%, -3.8
- CCCn1cc(CN2CCC(n3nccc3NC(=O)C(OC)c3ccccc3)CC2)c(C)n1 (configuration not stated)
    u, 1.2, -24.4%, -3.6%, -7.4%, -2.9%, -2.9%, 9.7

# High-throughput results (PubChem)
